High-throughput results from PubChem BioAssay.
hERG WT inh: inhibitors of human wildtype KCNH2 potassium channel | AID 720551 | actives 0.37% (n = 340,000) | U2OS, BacMam KCNH2, thallium flux FluxOr; active compounds read low | activity change, % at 1.84 µM;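 active means maximum activity change below -70%; inconclusive means maximum activity change between -70% and -50%; inactive means maximum activity change above -50%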; further: on the % scale 0 is the no-effect control and ±100 the full control effect
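U2OS cells were transduced with wild-type KCNH2 virus (2.03 x 10^8 / mL) for 4 h at room temperature, then cultured overnight at 37 C. Thallium flux was read with FluxOr dye. Rate constants were normalized to DMSO controls.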
TRPV1 agonist: agonists of human vanilloid receptor 1 (TRPV1) | activation, % at 8.33 µM | TRPV1-expressing cells, Fluo-8 calcium influx, agonist mode | AID 540275 | Q8NER1 | actives 0.19% (n = 320,000); in the data active means activation above about 80%; inconclusive means between about 30% and that limit; further: 0% is about no effect
Target sequence (Q8NER1 whole entry, looked up): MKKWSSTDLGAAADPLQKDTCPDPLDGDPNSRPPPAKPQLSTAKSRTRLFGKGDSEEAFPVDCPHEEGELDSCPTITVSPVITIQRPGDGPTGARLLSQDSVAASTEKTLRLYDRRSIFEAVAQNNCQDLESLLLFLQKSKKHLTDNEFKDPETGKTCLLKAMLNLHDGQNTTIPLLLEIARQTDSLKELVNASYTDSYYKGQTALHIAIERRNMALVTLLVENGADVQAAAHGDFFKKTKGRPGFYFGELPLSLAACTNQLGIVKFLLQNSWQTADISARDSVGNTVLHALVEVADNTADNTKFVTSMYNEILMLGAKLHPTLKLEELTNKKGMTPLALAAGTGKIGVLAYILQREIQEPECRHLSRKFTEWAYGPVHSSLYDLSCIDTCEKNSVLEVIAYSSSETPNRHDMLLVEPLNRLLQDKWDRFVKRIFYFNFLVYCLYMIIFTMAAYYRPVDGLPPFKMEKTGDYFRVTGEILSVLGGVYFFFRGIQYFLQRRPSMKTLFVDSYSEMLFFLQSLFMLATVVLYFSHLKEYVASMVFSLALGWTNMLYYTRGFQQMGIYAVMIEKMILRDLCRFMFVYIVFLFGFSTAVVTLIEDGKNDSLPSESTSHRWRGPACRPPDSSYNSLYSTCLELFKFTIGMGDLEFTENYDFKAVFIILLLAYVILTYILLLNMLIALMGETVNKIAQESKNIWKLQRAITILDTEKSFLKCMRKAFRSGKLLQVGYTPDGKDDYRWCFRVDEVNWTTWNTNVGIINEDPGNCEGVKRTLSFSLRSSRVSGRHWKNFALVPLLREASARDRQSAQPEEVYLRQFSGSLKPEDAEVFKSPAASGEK
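TRPV1-expressing cells were cultured overnight at 35.5C and loaded with Fluo-8 calcium dye for 40 to 90 min at room temperature. After a 10 s baseline, compound was added and calcium influx was read kinetically for 3 min (ex 480/em 520 nm).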
Eya2 phos inh: Eya2 (human) phosphatase inhibition; recombinant Eya2, OMFP fluorescence dephosphorylation (OMFP is methylfluorescein phosphate); Potency, µM (highest dose often 76.9 µM), without a hit: at the top dose activity, negative = inhibition, hits mostly inhibitors; actives 0.006% (n = 330,000); AID 488837; further: potency means the concentration at half of the fitted maximal effect; on the % scale 0 is the no-effect control and ±100 the full control effect
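Eya2 (0.2 uM) preincubated 10 min at ambient with compound, then OMFP substrate added at 50 uM; 10 min reaction in 50 mM HEPES pH 7.5, 50 mM NaCl, 5 uM MgCl2, 0.05% BSA, 1 mM DTT. Fluorescence read at Ex 485/Em 525 nm.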
KCNH2 3.1 block: inhibitors of human KCNH2 3.1 potassium channel isoform | actives 0.95% (n = 340,000) | AID 720553 | U2OS KCNH2 3.1, thallium flux FluxOr; active compounds read low | activity change, % (tested at about 1.8 µM);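 active means maximum activity change below -70%; inconclusive means maximum activity change from -70% to -50%; inactive means maximum activity change above -50%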;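 further: thallium influx rate constant from kinetic fluorescence after stimulation buffer; on the % scale 0 is the no-effect control and ±100 the full control effect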
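Steps: virus added to U2OS suspension (4 h, RT, dark); medium with 10% FBS added, cells plated, 37 C overnight; FluxOr/Red40 loading buffer 45 min RT; stimulation buffer, 2 min kinetic read; rate constant normalized.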
ELG1 repair inh: inhibitors of ELG1-dependent DNA repair in HEK293T cells | HEK293T ELG1-luciferase reporter, luminescence, 16 h; DNA damage induced by 5-fluorouridine | Potency, µM (top dose mostly 46.1 µM), for the others: top-dose activity change, negative = inhibition, actives largely listed as inhibitors | actives 2.3% (n = 330,000) | AID 504467; further: potency means the concentration at half of the fitted maximal effect; on the % scale 0 is the no-effect control and ±100 the full control effect; nearly all actives have a fitted effect of over 55% in size
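DMSO vehicle served as the neutral condition. Each well held 2,000 cells given 5-fluorouridine plus compound; after 16 hr at 37 °C/5% CO2, ONE-Glo was added and luciferase measured 30 min later.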
TSHR antagonist: antagonists of human thyroid stimulating hormone receptor; P16473; TSHR-expressing cells, TSH-stimulated cAMP HTRF, 2 h; active compounds read low; activity change, negative = inhibition, % at 11.5 µM; actives 0.2% (n = 330,000); AID 504810;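 active means activity change below a set negative limit, meaning inhibition stronger than a set level, cut at about -70% in these data; inconclusive means activity change between two set negative limits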; further: on the % scale 0 is the no-effect control and ±100 the full control effect
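Competitive HTRF cAMP read-out (cryptate anti-cAMP antibody, cAMP-d2; 30 min, room temperature) in freshly harvested TSHR cells. Compounds added before TSH at EC80 (4nM final), followed by 2 hours' incubation at 37 deg C.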
Mito fusion yeast: mitochondrial division inhibition or fusion activation | S. cerevisiae fusion-defective mutant growth rescue, CellTiterGlo 48 h | Potency, µM (highest dose often 46.1 µM), for inactives: at the top dose growth rescue (activation), actives largely listed as activators | actives 0.23% (n = 320,000);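 further: potency means the concentration at half of the fitted maximal effect; % of control where 0% means no effect; nearly all actives have a fitted effect of over 45% in size; temperature-sensitive fusion mutants such as fzo1-1 at 37 °C on non-fermentable ethanol glycerol medium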
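Compounds are tested for their ability to restore growth of mitochondrial fusion-defective yeast strains at non-permissive 37C in YPEG medium over 48 hours. Viability is quantified by luciferase luminescence.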
AT treatment: potential ataxia-telangiectasia treatment | Potency, µM (top dose mostly 57.5 µM), inactives show top-dose activation, hits mostly activators | actives 0.19% (n = 320,000) | AID 485349 | […] A-T fibroblasts, KAP-1 phosphorylation AlphaLISA; neocarzinostatin DNA damage 30 min before lysis; further: potency means the concentration at half of the fitted maximal effect; % of control where 0% means no effect; nearly all actives have a fitted effect of over 45% in size
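ATM-like activity read as KAP-1 phosphorylation via AlphaLISA donor/acceptor antibody pairs after lysis and 6 hr at 25C. Cells were ATM-null patient fibroblasts ([…], hTERT), dosed 60 min, then exposed to the DSB inducer NCS for 30 min.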
TCR activator: activators of T cell receptors; AID 504894; Potency, µM (doses to about 9.22 µM), without a hit: at the highest dose activation of IL-2 secretion, most hits filed as activators; 330,000 tested, under 10 active; primary human leukocytes, anti-CD3, IL-2 HTRF, 48 h; further: % of control where 0% means no effect
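IL-2 produced over 48 hr by a-CD3 bead-stimulated primary human leukocytes exposed to compounds was detected with a homogeneous time-resolved FRET immunoassay, 665nm acceptor signal after 320nm excitation.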
USP2a inh: USP2a (human) protease inhibition; Potency, µM (doses to about 38.3 µM), inactives show at the highest dose activity change, negative = inhibition, most hits filed as inhibitors; AID 463254; USP2 core, Ub-CHOP2 coupled fluorogenic reporter, 485/531; O75604; actives 0.01% (n = 330,000);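 further: potency means the concentration at half of the fitted maximal effect; plate controls were DMSO wells for no effect and full inhibition by NEM control for full effect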
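USP2 core (10nM final) preincubated 30min RT with compound in 20mM Tris-HCl pH 8.0, 2mM CaCl2, 2mM beta-mercaptoethanol, 0.05% CHAPS; 25nM Ub-CHOP2 plus 25nM reporter substrate added, fluorescence (Ex485/Em531) read after 60min.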
Starred values were filed as active, the others as inactive; ? = inconclusive; . = no result given; [ ] = another dose, or the depositor's remark. Unless noted, the call rests on the fitted dose curve; in most records, active means well fitted curve in the direction sought with a large enough effect; inconclusive means small, poorly fitted or top-dose-only effect, or another doubt; inactive means no such curve, though single readings can be large; an effect the other way counts as inactive or inconclusive.

SMILES	KCNH2 3.1 block	Eya2 phos inh	USP2a inh	TSHR antagonist	ELG1 repair inh	TRPV1 agonist	AT treatment	TCR activator	Mito fusion yeast	hERG WT inh
NC1=NC[C@H](c2ccccc2)N1CCc1cc(C(F)(F)F)cc(C(F)(F)F)c1	-9.1	3.9%	-1.2%	4.3	-15.6%	10.8	-12.9%	-6.6%	9.2%	4.9
COc1ccccc1N1CCN(Cc2nc3ccccc3[nH]2)CC1	13.6	0.1%	0.3%	5.3	-2.6%	0.4	-4.3%	-2.5%	-9.9%	4.1
Cc1ccc(N2C(=O)C3C(C2=O)N2CCCN2C3c2ccccc2)cc1C (centres undefined)	16.9	0.1%	-1.0%	2.1	7.3%	2.3	7.9%	1.1%	3.8%	7.1
O=C(Oc1ccc(F)cc1)N1CCOCC1	-5.1	10.0%	-0.4%	17.1	-1.8%	-2.7	-3.3%	.	3.3%	8.5
Cc1cccc(C(O)(C(=O)NNc2ccc3ccccc3n2)c2cccc(C)c2)c1	-9.0	3.2%	2.2%	7.6	-2.4%	-0.9	1.7%	8.3%[46.1 µM]	-0.8%	-28.3
C=CCn1cccc(C(=O)Nc2ccc(OC)cc2OC)c1=O	-11.5	19.3%	1.9%	-7.6	4.7%	-4.2	-0.9%	2.8%	0.8%	14.5
COC(=O)c1ccc(CNC(=O)COC(=O)c2ccccc2-c2ccccc2)cc1	-0.1	9.5%	-3.2%	-7.7	?	8.5	1.1%	2.4%	18.5%	6.0
Cc1cccc(NC(=O)CSc2nnc(CSc3nc(C)cc(C)n3)o2)c1	6.1	-2.0%	-4.3%	2.4	8.7%	-0.5	-2.4%	-0.8%	2.4%	0.9
CCOC(=O)N1CCN(Cc2nc3c(c(=O)n(C)c(=O)n3C)n2Cc2cccc3ccccc23)CC1	14.4	1.1%	0.3%	-2.6	?	1.8	10.0%	4.2%	1.4%	1.0
COC(=O)Cc1c(C)c2c(OCc3nn[nH]n3)cc(C)cc2oc1=O	0.7	-5.3%	0.0%	-6.7	-0.2%	-2.0	11.0%	-2.9%	0.2%	-3.0
Cc1cc(C)n(CC(=O)c2ccccc2)c(=O)c1C#N	0.5	3.1%	-0.9%	-6.1	17.1%	0.0	2.1%	-1.9%	2.0%	-8.5
C/C(=N/NC(=O)c1sc(NS(=O)(=O)c2ccccc2)nc1C)c1ccccc1	8.4	-9.0%	-3.2%	-5.1	11.7%	-0.4	2.4%	-1.8%[46.1 µM]	-4.6%	-6.0
NC(=O)[C@@H]1CCCNc2c(I)cc([N+](=O)[O-])cc2C(=O)N[C@@H](CO)C(=O)NCC(=O)N1	2.3	7.4%	1.8%	2.4	6.7%	-6.7	4.4%	1.9%	-0.6%	-7.5
O=C(N/N=C/c1ccc(OC(=O)c2cccs2)cc1)c1cccc(F)c1	-0.3	-9.0%	0.4%	-5.1	?	5.2	-3.5%	1.7%	3.3%	-3.9
COc1ccc(C(=O)Oc2cccnc2)cc1OC	-5.6	-1.5%	0.2%	13.0	8.8%	.	19.4%	6.0%	4.8%	7.8
COC(=O)c1cn(CCOc2ccc(C)cc2)c2ccccc12	18.0	-2.0%	-14.7%	0.2	-18.0%	-3.2	.	-1.7%	7.9%	0.1
Cc1ccc(S(=O)(=O)N2CCN(CCc3ccccc3)CC2)c(C)c1	-1.2	-18.3%	1.1%	-12.2	?	5.0	20.0%	0.4%	?	5.2
COc1cccc(CNC(=O)CCC2CCCN(C(=O)c3ccoc3C)C2)c1 (centres undefined)	-8.7	5.4%	1.4%	-2.2	7.2%	5.4	-1.5%	2.6%	-2.6%	11.1
O=C1Nc2ccc(Cl)cc2[C@@](C#CC2CC2)(C(F)(F)F)O1	.	-2.3%	5.1%	-15.3	.	?	.	.	-6.9%	.
CC(C)OCCCNC(=O)CN1C(=O)/C(=C/c2ccccc2F)Oc2ccccc21	18.1	2.0%	-0.8%	-15.5	0.5%	5.5	17.5%	-1.5%	-3.3%	20.1
COc1cc(/C=C2/C(=N)N3N=C(CC(=O)N4CCOCC4)SC3=NC2=O)ccc1OCc1ccccc1F	-18.4	0.3%	-1.4%	-10.7	?	-7.5	-3.0%	-4.5%	-1.4%	6.6
Cc1cccc(OCc2nc(C#N)c(N3CC(C)CC(C)C3)o2)c1 (centres undefined)	-47.6	7.4%	-4.0%	-6.5	-12.4%	18.4	-1.1%	2.0%	0.7%	0.0
CCN(CC)C(=O)COC(=O)C1=NN(c2cc(C)ccc2C)C(=O)CC1	12.2	-24.1%	1.9%	11.5	9.6%	-1.7	2.0%	-7.1%	-0.3%	2.5
CCCC(=O)Nc1c(-c2ccccc2Cl)c(=O)c2ccccc2n1C	-13.6	-4.7%	3.3%	-4.9	-4.3%	0.2	-5.7%	3.5%	8.3%	2.1
CC(C)c1cc(-c2cc(C(=O)NCc3ccccc3)on2)nc(NC2CCCC2)n1	-3.6	-13.7%	7.6%	-6.5	-3.4%	?	9.7%	-3.5%	-37.7%[inhibitor]	3.5
CCOC(=O)C1=C(C)NC(C)=C(C(=O)OCC)C1C(=O)OCC(=O)NCc1ccc(F)cc1	6.3	-8.6%	-5.7%	.	?	.	-5.2%	-1.8%	.	4.7
O=C1CSC(c2ccccc2F)N1CCN1CCCCC1 (centres undefined)	-0.5	-9.3%	1.8%	10.4	2.1%	0.3	-3.8%	0.7%	-9.4%	-4.4
C=CCOC(=O)c1ccc(-n2cncn2)nc1	-2.9	19.7%	-1.9%	5.7	?	-2.5	-0.2%	-1.1%	2.9%	-15.5
Cc1ccc(S(=O)(=O)NCC(=O)OCC(=O)Nc2ccc3c(c2)OCCO3)cc1	-6.4	-16.3%	-0.3%	-11.8	-1.2%	0.4	0.0%	3.3%	0.2%	-1.6
O=C(N/N=C/c1ccccc1)c1ccc2c(c1)OCO2	12.4	-5.1%	2.4%	32.9	?	-3.2	-6.3%	-5.9%	-3.9%	-4.3
Cc1ccc2nc3c(cc(S(=O)(=O)c4ccccc4)c(=N)n3Cc3ccco3)c(=O)n2c1	-0.8	-16.2%	-1.8%	-8.9	?	4.7	3.2%	2.6%	0.7%	0.5
CNC(=O)C1=C(C)n2c(nc3ccccc32)NC1c1ccc(OC)cc1 (centres undefined)	11.9	5.2%	5.4%	-10.6	7.2%	0.9	0.6%	1.6%[46.1 µM]	-15.7%	40.5
COc1ccc(OC)c(N2CC(O)=C(c3nc4ccccc4s3)C2=N)c1	-2.8	-7.9%	-14.3%	19.4	0.0%	0.8	12.4%	-5.7%	0.2%	-4.8
O=C(CNCC1CCCO1)N1CCCCCC1 (centres undefined)	0.0	3.2%	1.9%	-1.5	6.3%	-3.6	-2.6%	0.9%	-2.2%	3.6
COc1ccc(C(=O)Nc2ccc3c(c2)CCCN3C(=O)c2cccs2)c(OC)c1	-13.3	1.6%	-1.6%	3.7	?	3.7	-2.8%	1.1%	0.7%	-1.7
O=C(CCNS(=O)(=O)c1ccc(Br)cc1)NCC1CCCO1 (centres undefined)	-15.8	3.8%	-0.6%	15.4	1.3%	1.6	3.9%	4.1%	-3.2%	-12.7
CC(C(=O)Nc1ccccc1Br)N1c2cccc3cccc(c23)S1(=O)=O (centres undefined)	0.9	-4.2%	-5.1%	-10.2	?	-0.6	3.8%	7.8%	3.5%	2.6
CC1CCC(NC(=O)CCNS(=O)(=O)c2ccccc2)CC1 (centres undefined)	6.6	-5.3%	1.2%	3.1	?	-3.4	-1.2%	-1.9%	0.4%	-12.2
O=C(NCc1ccccc1)/C(=C/c1ccc([N+](=O)[O-])cc1)NC(=O)c1ccco1	-13.4	10.7%	-2.5%	-1.8	7.4%	0.1	-12.3%	-7.2%	0.8%	5.3

Some of the compounds tested; rates above refer to the full screens.
